# FBW7 activator: human FBW7 E3 ligase activation, primary screen | Q969H0 | AID 1259310 | actives 0.13% (n = 650,000) | AlphaScreen FBW7–phospho-cyclin E peptide binding, activator screen | normalized activity (activation), % at 26.1 µM; in the data active means normalized activity above about 1.9%;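 further: purified mutant Fbw7 with reduced substrate affinity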
# Target sequence (Q969H0 whole entry, looked up): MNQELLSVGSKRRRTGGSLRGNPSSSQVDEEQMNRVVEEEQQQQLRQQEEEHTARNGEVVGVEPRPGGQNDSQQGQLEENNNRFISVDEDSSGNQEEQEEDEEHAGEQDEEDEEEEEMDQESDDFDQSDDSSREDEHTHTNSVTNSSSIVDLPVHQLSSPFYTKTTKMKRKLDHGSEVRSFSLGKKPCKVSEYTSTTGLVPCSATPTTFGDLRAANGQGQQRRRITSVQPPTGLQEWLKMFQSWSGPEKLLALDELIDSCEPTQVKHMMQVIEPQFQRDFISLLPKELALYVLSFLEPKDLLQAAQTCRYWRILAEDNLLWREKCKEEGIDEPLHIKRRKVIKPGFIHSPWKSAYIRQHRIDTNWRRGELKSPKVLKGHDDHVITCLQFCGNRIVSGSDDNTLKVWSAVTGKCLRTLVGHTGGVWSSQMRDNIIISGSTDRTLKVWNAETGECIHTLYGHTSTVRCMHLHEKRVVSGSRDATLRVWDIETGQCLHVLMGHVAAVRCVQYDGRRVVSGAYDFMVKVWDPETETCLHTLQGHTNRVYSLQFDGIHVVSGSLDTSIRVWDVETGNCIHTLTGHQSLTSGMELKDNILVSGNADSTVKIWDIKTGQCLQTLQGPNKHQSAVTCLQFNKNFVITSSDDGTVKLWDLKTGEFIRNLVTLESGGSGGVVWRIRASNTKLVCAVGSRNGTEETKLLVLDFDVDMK
# GPR151 activ: human GPR151 activation; AID 1508602; Q8TDV0; PathHunter beta-arrestin GPR151 cells, luminescence; activation, % at 11.2 µM; actives 1% (n = 650,000); in the data active means activation above about 4.9%;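 further: 0% = median of compound wells and 100% = cells with positive control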
# Target sequence (Q8TDV0 whole entry, looked up): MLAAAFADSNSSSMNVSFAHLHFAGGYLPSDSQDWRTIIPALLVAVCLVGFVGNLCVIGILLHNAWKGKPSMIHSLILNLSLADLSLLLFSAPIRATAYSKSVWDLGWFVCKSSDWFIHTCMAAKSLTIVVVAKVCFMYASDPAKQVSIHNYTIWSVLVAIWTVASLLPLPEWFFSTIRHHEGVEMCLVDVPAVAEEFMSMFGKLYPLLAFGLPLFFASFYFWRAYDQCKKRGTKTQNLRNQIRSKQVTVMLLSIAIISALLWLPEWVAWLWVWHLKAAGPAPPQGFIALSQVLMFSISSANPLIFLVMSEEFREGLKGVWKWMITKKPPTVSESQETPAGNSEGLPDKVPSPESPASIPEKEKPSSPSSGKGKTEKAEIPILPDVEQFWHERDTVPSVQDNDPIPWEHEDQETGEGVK
# TEAD-YAP inh: TEAD-YAP interaction inhibition | HEK-TIYL cells, TEAD-Gal4/YAP UAS-luciferase luminescence | inhibition, % at 9.12 µM | actives 1.4% (n = 640,000); in the data active means inhibition above about 32%;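 further: 0% = median of test compound wells and 100% = reference inhibitor wells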
# MITF inh: human MITF inhibition, primary screen. AlphaScreen MITF homodimerization, bead proximity signal. inhibition, % at 2.6 µM. actives 0.91% (n = 650,000). AID 1259374; in the data active means inhibition above about 50%;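 further: 0% = vehicle wells with protein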
# * hit, by the source's call; & = joins results of further samples. Hits appear at their usual frequency, and some 3.5% of all compounds hit somewhere here.
SMILES,FBW7 activator,GPR151 activ,TEAD-YAP inh,MITF inh
Cn1c(=O)c2c(nc(SCC(=O)NCCc3ccccc3)n2Cc2ccccc2F)n(C)c1=O,0.3,2.6,-3.4,7.4
COC(=O)CCNc1n[nH]c(=O)[nH]c1=O,-0.1,-0.2,-9.5,-1.7
C[C@H](c1ccccc1)n1c(=O)[nH]c2ncc(-c3ccsc3)nc21,-0.4,-0.2,-4.2,10.6
Cc1cc(NC(=O)c2cc(C)on2)n(-c2ccccc2)n1,-0.1,-0.4,-0.6,9.6
CCOC(=O)c1c(NC(=O)CSc2nnc(CNC(=O)c3ccccc3F)n2-c2cc(C)ccc2C)sc2c1CCC2,0.0,-0.7,-7.8,4.4
O=C(CN(Cc1ccc(Cl)cc1)C(=O)c1csnn1)NCc1ccccc1,0.0,1.1,7.9,17.1
O=C(O)c1ccc(N/N=C2/CCCc3ccccc32)cc1,0.1,-0.9,-46.6,-5.1
Cc1c(CNC(C)CCc2ccccc2)c(C(=O)O)c(C)n1Cc1ccc(Cl)cc1 (configuration not stated),0.1,-1.0,24.9,23.8
Cc1nnsc1C(=O)Nc1ccccc1Br,-0.1,0.0,-3.9,5.4
CCc1ccc(OCC(=O)Nc2ccccc2C(=O)OC)c(Br)c1,-0.1,-1.8,-29.1,-8.8
Cc1cc(C)cc(OCC(=O)Nc2ccc(N3CCN(C(=O)c4ccco4)CC3)cc2)c1,-0.2,-0.5,5.0,0.4
Cc1c(C(=O)N2CC(C)CC(C)C2)sc2ncn(CC(=O)Nc3ccc(C(C)C)cc3)c(=O)c12 (configuration not stated),-0.1,0.1,9.7,1.8
CC(N)CCCC(C)(C)O (configuration not stated),0.1&-0.1,-0.3&-1.0,6.8,13.4&-3.0
C[C@H]1C(=O)N2CCN(Cc3cnn(-c4ccccc4F)c3)C[C@@H]2C(=O)N1C,0.3,-0.4,11.6,-1.2
Cc1cc(C)n(CC(=O)NNC(=O)c2ccc(OC(F)(F)F)cc2)n1,-0.1,-0.8,0.8,-8.1
CCOC(=O)Nc1nc(-c2ccccc2)c(C)s1,-0.4,-1.7,-23.9,9.3
CCN(CC)CCNc1c(-c2ccccc2)c(=O)c1=O,0.0,1.1,1.0,-3.4
O=C(CC1C(=O)N(CCc2ccccc2)C(=S)N1CCc1ccc(Cl)cc1)Nc1ccccc1 (configuration not stated),0.6,-1.1,6.5,9.5
Cc1ccc(-n2nc3c(c2NC(=O)C2CCCCC2)CS(=O)(=O)C3)c(C)c1,-0.2,0.3,-3.9,-9.2
O=C(O)c1ccncc1-c1nc2ccccc2s1,-0.1,2.1,-4.8,6.3
COc1ccc(-n2ncc3c(=O)n(CC(=O)NC4CCCCC4C)cnc32)cc1 (configuration not stated),-0.1,0.7,-7.7,0.9
CCCCS(=O)(=O)N1CCc2cc(OC)c(OC)cc2C1CC(=O)O (configuration not stated),0.1,-1.1,2.1,6.7
CC(=O)NC1=NC(=O)/C(=C\c2ccccc2C)S1,0.0,-2.4,-27.8,10.1
COc1ccc(/C=C2/SC(=O)N(CCCC(=O)Nc3ccccc3O)C2=O)cc1,0.4,0.8,22.8,9.6
COc1ccc(C(=O)Nc2ccc3nn(-c4ccc(Cl)cc4)nc3c2)cc1,-0.3,2.4,-1.3,8.7
CC(=O)N[C@@H](Cc1ccc(F)c(F)c1)c1nc2ncc(-c3ccncc3)cc2[nH]1,-0.4,2.6,10.2,12.8
CCC(=O)N1c2ccccc2NC2=C(C(=O)CC(c3ccccc3)C2)C1c1cccc(Br)c1 (configuration not stated),0.1,-0.9,12.9,13.1
CCCOc1ccc(/C(O)=C2\C(=O)C(=O)N(c3nc(C)c(C(=O)OC)s3)C2c2ccccc2F)c(C)c1 (configuration not stated),-0.1,0.1,-6.0,8.6
CCOCCCn1c(=S)[nH]c2cc(C(=O)NCCc3ccccc3)ccc2c1=O,0.1,0.8,1.2,-2.3
CCN(CC)C(=O)C1c2ccccc2C(=O)N(CCOC)C1c1c[nH]c2ccccc12 (configuration not stated),-0.3,-0.6,8.0,11.7
CCSc1nnc2c(n1)OC(c1cc(OC)ccc1OC)Nc1ccccc1-2 (configuration not stated),0.2,-1.8,5.4,6.1
CO[C@H]1[C@H](NC(=O)c2ccccn2)c2ccccc2C12CCN(C(=O)c1ccnn1C)CC2,0.2,-0.1,-5.6,11.7
CSc1nnc2c(n1)OC1(Nc3ccccc3-2)C(=O)Nc2ccc(Br)cc21 (configuration not stated),0.0,-0.9,1.3,1.0
CC(C)C(=O)Nc1sc2c(c1C(N)=O)CCN(C)C2,0.0,-2.1,-2.0,-11.9
O=C(COC(=O)c1cc(Cl)ccc1Cl)NCC(F)(F)F,0.2,0.5,1.9,10.8
CCCN(/C=N/S(=O)(=O)c1ccc(Cl)cc1)CCC,0.1,3.1,-4.0,14.7
Cc1cccc(NC(=O)/C(C#N)=C/c2ccc(C)o2)c1,0.0,0.7,-67.2,20.5
CC1CN(CC(=O)NCc2cnc3ccccn23)Cc2ccccc2O1 (configuration not stated),-0.2,0.5,-1.3,-10.8
CCCCCC12CCC(C(=O)O)(CC1)CC2,-0.1,1.5,2.8,3.1
CC(=O)N(/C=C/C=C/C=C1/OC(=S)N(C)C1=O)c1ccccc1,-0.2,0.1,-5.3,-3.4
CC(C)N1CC=C2C(C#N)=C(N)C(C#N)(C#N)C(c3cc(Br)ccc3F)C2C1 (configuration not stated),-0.2,0.1,6.1,-0.5
CCOC(=O)C1CN(S(=O)(=O)c2cccs2)c2ccc(CC(=O)OC)cc2O1 (configuration not stated),0.2,-1.3,1.1,10.8
CCOC(=O)c1coc(CN(CC)CC)c1,-0.1,1.1,-9.3,-9.5
COc1cccc(C(=O)Nc2nc3ccccc3n2C)c1,0.0,-6.9,19.9,-2.6
CC(C)(C)C(=O)N1CCN(Cc2nc3ccccc3n2Cc2ccccc2)CC1,0.4,1.3,-24.8,13.5
Cc1ccc2nc(-c3cccc(NC(=O)c4oc(=O)c5ccccc5c4-c4ccccc4)c3)oc2c1,0.0,-0.5,-10.0,4.0
O=C(COc1ccccc1)Nc1nc2c(s1)COc1ccccc1-2,0.5,2.0,-1.2,13.6
CC(C)(C)C(=O)[C@@H]1[C@@H](c2cccs2)C(C#N)(C#N)[C@H]2C=Cc3ccccc3N12,0.0,0.6,-4.3,7.0
COC(=O)C1CC(O)CN1c1nc(-c2ccccc2)nc2ccccc12 (configuration not stated),0.0,0.9,-5.3,-4.3
CC1=C(C(=O)N2CCOCC2)C(c2ccc(F)c(Br)c2)C2=C(CCCC2=O)N1 (configuration not stated),0.0,1.5,-3.7,2.2
CCOc1ccc(C(=S)N(C)C)cc1,-0.2,-0.9,-4.5,-9.7
COc1cccc(N2CCN(S(=O)(=O)c3c(C)noc3C)CC2)c1,0.0,0.0,2.5,-4.5
CC(=O)c1ccc(N=c2oc3ccc(Br)cc3cc2C(N)=O)cc1,-0.2,-1.4,-0.2,2.1
COCCNC(=O)c1ccccc1NS(=O)(=O)c1ccc(SC)cc1,0.7,-0.2,12.6,17.4
O=C1CSC(=Nc2cccc(C(=O)O)c2)N1,0.9,0.1,-8.2,22.7
CC(C)(C)n1nc2c(c1NC(=O)c1ccc(S(=O)(=O)N3CCCCC3)cc1)CSC2,0.1,-0.2,-0.8,-1.7
O=C(O)c1ccc(S(=O)(=O)Nc2ccc3oc4c(c3c2)CCCC4)cc1,0.3,-0.7,11.3,-6.9
CCOc1cc(C2NC(=O)N(C)C(C)=C2C(=O)OCCc2ccccc2)cc(Br)c1O (configuration not stated),1.1,-2.4,-2.4,2.3
CCCN1CCC(NC2c3ccccc3-c3ccccc32)CC1,-0.2,0.6,-1.1,0.3
CCC(CC)c1nnc(NC(=O)c2cc(S(=O)(=O)N3CCOCC3)ccc2C)s1,0.0,0.7,-2.4,1.5

# Next section, overlapping the part above by five compounds.
SMILES,FBW7 activator,GPR151 activ,TEAD-YAP inh,MITF inh
CC(C)(C)n1nc2c(c1NC(=O)c1ccc(S(=O)(=O)N3CCCCC3)cc1)CSC2,0.1,-0.2,-0.8,-1.7
O=C(O)c1ccc(S(=O)(=O)Nc2ccc3oc4c(c3c2)CCCC4)cc1,0.3,-0.7,11.3,-6.9
CCOc1cc(C2NC(=O)N(C)C(C)=C2C(=O)OCCc2ccccc2)cc(Br)c1O (configuration not stated),1.1,-2.4,-2.4,2.3
CCCN1CCC(NC2c3ccccc3-c3ccccc32)CC1,-0.2,0.6,-1.1,0.3
CCC(CC)c1nnc(NC(=O)c2cc(S(=O)(=O)N3CCOCC3)ccc2C)s1,0.0,0.7,-2.4,1.5
Cc1cccc(OCC(=O)Nc2nn3c(C)nnc3s2)c1,0.7,-2.4,-3.0,5.8
COC(=O)c1c(C)oc2c1cc(NS(=O)(=O)c1c(C)cc(C)cc1C)c1ccccc12,-0.1,0.1,3.6,-2.9
O=C(NCCc1ccccc1)c1cc(N2CCCCC2)nc2ccccc12,0.4,1.0,-11.3,-1.8
CN1CCN(C(CNS(=O)(=O)c2ccccc2F)c2cccn2C)CC1 (configuration not stated),-0.2,-0.5,4.4,9.8
O=C(CCNC(=O)c1ccc([N+](=O)[O-])cc1)OCc1cc(=O)oc2cc3c(cc12)CCC3,0.0,-0.2,2.3,1.4
COCCn1c(C)cc(C(=O)CSc2nnc3sc4ccccc4n23)c1C,-0.2,-0.7,-7.2,1.1
COc1ccc(C(=O)O/N=C2\C=C(C)C(=O)C=C2C(C)C)cc1,-0.2,-0.6,-3.2,6.0
Cc1cccc2sc(=NC(=O)c3ccccc3S(C)(=O)=O)n(C)c12,0.5,0.5,-2.7,2.9
CC(C)CCN(C)C1CCN(S(=O)(=O)c2cccc(C(F)(F)F)c2)CC1,0.0,1.7,-3.7,1.1
Cc1cc(C)n2c(SCC(=O)NNC(=O)c3ccccc3Br)nnc2n1,0.1,0.1,1.9,14.4
Cc1ccc(-c2cnc3ccccc3[n+]2C)c(C)c1,-0.1,-0.3,-18.5,9.5
Cc1ccc(/C=C2\NC(=O)N(Cc3ccc(Cl)cc3)C2=O)s1,0.0,0.0,2.7,17.3
CCCNC(=O)Cn1ncc2c(C)n(Cc3ccccc3Cl)c(C)c2c1=O,0.0,-0.5,-18.4,-3.9
O=C(Nc1nnc(-c2cccs2)s1)C1CC1,0.2,-0.1,9.8,3.6
Cc1nc(SCC(=O)c2ccc(Cl)cc2)c(C#N)c(C)c1C,1.2,-0.4,-3.2,-3.6
CN(C)CCCN1C(=O)C2C(C(=O)Nc3ccc(Cl)c(Cl)c3)C3C=CC2(O3)C1C(=O)NC1CCCCC1 (configuration not stated),0.0,-0.8,-15.8,-8.0
Cc1cccc(N/C(N)=N/c2nc(C(F)(F)F)cc(=O)[nH]2)c1C,0.2,-0.9,3.3,15.5
COc1ccc2nc(/N=C/N(C)C)sc2c1,0.0,0.2,-9.9,23.5
CCOc1ccc(O)c(/C=N/NC(=O)/C(=C\c2cccs2)NC(=O)c2ccccc2)c1,0.1,-0.2,8.3,-1.2
Cc1ccc(S(=O)(=O)NCC(c2ccc3c(c2)CCN3C)N2CCOCC2)cc1C (configuration not stated),0.1,0.1,1.8,-6.8

# Look-ups from the entries so far.
# CCOc1ccc(O)c(/C=N/NC(=O)/C(=C\c2cccs2)NC(=O)c2ccccc2)c1 @ GPR151 activ = -0.2
# CN(C)CCCN1C(=O)C2C(C(=O)Nc3ccc(Cl)c(Cl)c3)C3C=CC2(O3)C1C(=O)NC1CCCCC1 (configuration not stated) @ TEAD-YAP inh = -15.8
# Cc1cccc2sc(=NC(=O)c3ccccc3S(C)(=O)=O)n(C)c12 @ MITF inh = 2.9
# COC(=O)c1c(C)oc2c1cc(NS(=O)(=O)c1c(C)cc(C)cc1C)c1ccccc12 @ TEAD-YAP inh = 3.6

# Record cards (already shown).
# Listed for CCOc1ccc(O)c(/C=N/NC(=O)/C(=C\c2cccs2)NC(=O)c2ccccc2)c1 : FBW7 activator: 0.1; GPR151 activ: -0.2; TEAD-YAP inh: 8.3; MITF inh: -1.2
# Listed for CC(C)CCN(C)C1CCN(S(=O)(=O)c2cccc(C(F)(F)F)c2)CC1 : FBW7 activator: 0.0; GPR151 activ: 1.7; TEAD-YAP inh: -3.7; MITF inh: 1.1

# The results go on.
SMILES,FBW7 activator,GPR151 activ,TEAD-YAP inh,MITF inh
CCc1ccc(OCc2nc(-c3ccncc3)no2)c(Br)c1,0.1,-0.3,-62.9,-1.7
CCc1c(C)nc2nc(NC(=O)C(F)(F)F)[nH]n2c1=O,0.2,1.4,-1.1,3.2
S=C(NCCN1CCOCC1)Nc1cccc(-c2nnc3n2CCCCC3)c1,0.1,0.4,3.0,11.3
O=C(COc1ccc([N+](=O)[O-])cc1)Nc1ccc(F)cc1,0.3,1.3,-13.6,0.9
CCCCCCc1cc(C=O)c(O)cc1O,0.2,-0.2,4.7,6.8
NNC(=O)C(Sc1n[nH]c(=O)[nH]c1=O)c1ccccc1 (configuration not stated),0.0,-0.2,7.3,0.9
O=C(CSc1nnc(CNC(=O)c2cccc(C(F)(F)F)c2)o1)c1ccccc1,0.1,2.3,-9.8,-11.4
COC(=O)CN(c1cccc(Cl)c1C)S(=O)(=O)c1ccc(C)cc1,0.0,-1.3,6.2,5.7
COc1ccccc1CCc1nnc(CCC(=O)N2CCN(CC3CC3)CC2)o1,-0.1,0.3,-2.3,3.2
Cc1cccc(Nc2cnn(C34CC5CC(CC(C5)C3)C4)c(=O)c2Cl)c1,1.5,-1.4,-3.6,25.4
COc1ccc(C(CC(=O)Nc2cc(OC)cc(OC)c2)n2cccc2)cc1 (configuration not stated),0.6,-0.9,4.0,3.7
O=C(c1cc(-c2ccccc2)nc2ccccc12)N1CCCC1,0.0,0.1,-5.5,2.2
Cc1ccc(S(=O)(=O)N(C)CC(=O)OCC(=O)c2ccc(Br)s2)cc1,-0.1,-0.3,5.7,-6.8
